High-throughput results from PubChem BioAssay.
mcGAS MS inh = inhibitors of Mus musculus cyclic GMP-AMP synthase, initial high-throughput assay, cell-free, RapidFire MS; Q8C6L5; recombinant mouse cGAS, cGAMP by RapidFire MS; inhibition, % at 12.5 µM; 130,000 compounds, 0.18% hits;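 active means inhibition of cGAS enzyme activity at or above 60%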;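 further: enzyme stimulated by 45 bp dsDNA with ATP and GTP substrates; cGAMP share of summed cGAMP plus half ATP and half GTP signals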
Target sequence (Q8C6L5 whole entry, looked up): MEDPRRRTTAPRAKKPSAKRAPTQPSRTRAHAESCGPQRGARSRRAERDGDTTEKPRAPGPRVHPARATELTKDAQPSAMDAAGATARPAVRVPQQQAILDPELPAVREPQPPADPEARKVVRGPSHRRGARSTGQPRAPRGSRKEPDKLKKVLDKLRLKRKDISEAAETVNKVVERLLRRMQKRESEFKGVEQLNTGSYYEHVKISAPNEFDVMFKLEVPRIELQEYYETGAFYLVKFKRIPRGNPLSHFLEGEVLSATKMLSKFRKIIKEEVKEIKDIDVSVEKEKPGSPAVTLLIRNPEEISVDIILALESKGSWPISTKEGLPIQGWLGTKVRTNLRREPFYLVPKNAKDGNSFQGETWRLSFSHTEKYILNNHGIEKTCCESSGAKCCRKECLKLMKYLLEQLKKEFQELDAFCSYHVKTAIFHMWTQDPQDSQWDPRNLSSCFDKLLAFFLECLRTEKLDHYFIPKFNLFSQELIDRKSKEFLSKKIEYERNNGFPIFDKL
* hit, by the source's call; & = joins results of further samples. These rows are one share of the data, so the mix of outcomes need not match the whole.

SMILES	mcGAS MS inh
COc1cc2c(cc1OC)CN(C1CCCN(C(=O)CSc3ccccc3)C1)CC2 (stereo not drawn)	-7&-3
CNS(=O)(=O)c1ccc2c(c1)N(C(=O)c1cccc(C#N)c1)CC2	-17
Cc1cc(N2CC[C@@H](N3CCOCC3)[C@H](O)C2)nc(-c2ccccc2)n1	9
Cc1c(C(=O)NCc2ccc(S(N)(=O)=O)cc2)ncn1Cc1ccc(Cl)cc1	0
Cn1c(C(C#N)c2nc(C#N)c(C#N)nc2Cl)nc2ccccc21 (stereo not drawn)	2
COc1cc(CNn2c(C)n[nH]c2=S)cc(Br)c1OCC(=O)NC(C)(C)C	-1
Cc1ccc(Nc2nc(NCCN(C)C)nc3nccnc23)cc1	-2
Cn1ccc(NC(=O)C2CCCN2C(=O)c2cc(Cl)ccc2Cl)n1 (stereo not drawn)	3
C=C1N(C)c2cc([N+](=O)[O-])c(N)cc2C1(C)C	8
O=C(c1ccc(=O)n(Cc2ccc(F)cc2)n1)N1CCCC1	-6
CCCCn1c(CN2CCC(Oc3ccccc3OC)CC2)cnc1S(=O)(=O)CC	1
CC(=O)c1cccc(NCN2C(=O)c3ccc([N+](=O)[O-])cc3C2=O)c1	-5
CC1(C)C[C@@H]1C(=O)N/C(=C\CCCCSC[C@H](N)C(=O)O)C(=O)O	-7
CCN(CC)S(=O)(=O)c1ccc(NC(c2ccccc2)C2CC2)c([N+](=O)[O-])c1 (stereo not drawn)	-3
CC(CCC(=O)O)[C@H]1CCC2C3C(C[C@H](O)[C@@]21C)[C@@]1(C)CC[C@@H](O)C[C@H]1C[C@H]3O (stereo partly drawn)	-8
CC(C)N(C)C(=O)C1CSCN1C(=O)c1ccc(S(=O)(=O)C(F)(F)F)cc1 (stereo not drawn)	12
COCc1ccccc1CNC(=O)CSc1cccc(C#N)c1	59
Cc1cc(C)nc(NC(N)=NC2CCCCC2)n1	-4
C=CCOC(=O)c1[nH]c(C)c(C(C)=O)c1C	1
Cc1ccc(C(C)(C)NC(=O)C2CCCN2C(N)=O)cc1 (stereo not drawn)	-8
Cc1csc(C(C#N)C(=O)Cn2cc(C(F)(F)F)cc(Cl)c2=O)n1 (stereo not drawn)	-12
O=C(CN1CCOCC1)C12CC3CC(CC(C3)C1)C2	-7
CNC(=O)C1(NC(=O)c2cccc(S(=O)(=O)N(C)C(C)C)c2)CCCCC1	7
CC(C)n1ccc(C(=O)NS(=O)(=O)Cc2ccccc2Cl)n1	-7&-2
CCN(CC)CCn1c(C)cn2c3c(=O)n(Cc4ccc(F)cc4)c(=O)n(C)c3nc12	-6
FC(F)(F)c1nnc2c3ccccc3c(NC3CC3)nn12	0
CC(C)CCOP(=O)(c1ccc(N(C)C)cc1)C(O)c1cccnc1 (stereo not drawn)	-3
CCn1nc(C)c(C(=O)N2CCc3c(ncnc3N3CCOCC3)C2)c1C	0
CN1CCN(C(=O)c2cc(-c3ccncc3)n[nH]2)CC1C(=O)O (stereo not drawn)	11
CC(C)(C)c1cn2c3ccccc3nc2n1CCCO	-2
CC(=O)N1N=C(c2cccs2)CC1c1cc2cc3c(cc2nc1Cl)OCCO3 (stereo not drawn)	-5
O=C1CC(c2cccs2)c2c(c(C(=O)O)cn2-c2ccccc2F)N1 (stereo not drawn)	3
CCc1ccc(S(=O)(=O)N(C(=O)c2ccncc2)c2ccc3oc(C)c(C(C)=O)c3c2)cc1	-7
CC(NC(CO)CO)C1=CCCCC1 (stereo not drawn)	-6
O=C(c1cccc(-n2cccn2)c1)N1Cc2cnn(CCO)c2C1	-26
NC(=O)CCN(C(=O)c1ccc(Br)cc1)c1ccccc1	-11
COc1cc(C2NC(=O)NC3=C2C(=O)N(C)C3)cc(OC)c1OC (stereo not drawn)	-4
NC(=O)Cn1cnc2c(nnn2-c2ccc(F)cc2)c1=O	9
COc1cc(C2=NC(=Cc3cnn(-c4ccccc4)c3)C(=O)O2)cc(OC)c1OC	-2
CN(CC#N)C1CCN(c2cccc(OC(F)(F)F)c2)C1=O (stereo not drawn)	-13

Ordered by SMILES length (low to high): three of the compounds above.
SMILES	mcGAS MS inh
CC(NC(CO)CO)C1=CCCCC1 (stereo not drawn)	-6
NC(=O)CCN(C(=O)c1ccc(Br)cc1)c1ccccc1	-11
COc1cc(C2NC(=O)NC3=C2C(=O)N(C)C3)cc(OC)c1OC (stereo not drawn)	-4

(cont.)
SMILES	mcGAS MS inh
O=S1(=O)c2cccc3cccc(c23)N1CCSCc1ccccc1	-2
CC(Cc1ccsc1)NC(=O)c1coc(COc2ccc3c(c2)OCO3)n1 (stereo not drawn)	-3
N#Cc1cc2c([nH]c1=S)CCCCC2	-6&-4
O=c1c2c(cnn2-c2ccccc2)c(C2CC2)nn1Cc1ccccc1	-4
CCOC(=O)c1nn(-c2ccccc2)c(=O)cc1N1CCN(C(c2ccccc2)c2ccccc2)CC1	-2
CC(C)=CC1C(CO)C1(C)C (stereo not drawn)	-9
C=CCn1c(=O)c2c(nc3n(-c4ccc(C(F)(F)F)cc4)c(C)cn23)n(C)c1=O	-7
O=C(c1cc(-c2ccsc2)n[nH]1)N1CCCC(Nc2ccc3c(c2)OCO3)C1 (stereo not drawn)	-1
Cc1ncsc1Cn1nc(C2CCNCC2)n(Cc2ccccc2)c1=O	-3
CC(C)(O)C#Cc1ccc(C(=O)NCc2n[nH]c3c2CCCCC3)o1	-6
Cc1nn(-c2ccccc2)c2c1P(=O)(N1CCOCC1)C(=C1N(C)c3ccccc3C1(C)C)C=N2 (stereo not drawn)	-6
CCS(=O)(=O)c1ccc(O)c(N=Cc2ccc(C)o2)c1	0
COc1cc(Br)cc(C)c1N	9
C=CCNC(=O)CSc1ccc(S(=O)(=O)N2CCCCCC2)cn1	-1
CC(=O)OCC1C(=O)CC2CCCC1N2C(=S)Nc1ccccc1 (stereo not drawn)	-12
CCCN(C1CCS(=O)(=O)C1)S(=O)(=O)c1ccccc1Cl (stereo not drawn)	0
CC(C)c1cc(C(=O)N(C)C2CCCN(CCCc3ccccc3)C2)on1 (stereo not drawn)	-5
O=C(Cc1ccc(C(F)(F)F)cc1)Nc1ncccc1O	-4
Cc1cc(C)cc(-c2cc(NS(=O)(=O)c3cnn(C)c3)n[nH]2)c1	-6
O=[N+]([O-])c1cc(S(=O)(=O)C(F)(F)F)ccc1Nc1ccc(N2CCOCC2)cc1	-4
COCCN(C1CCN(C)CC1)S(=O)(=O)NCc1ccccc1	-1
Cn1ncc(NCCc2nc3ccc(F)cc3n2C)c(Cl)c1=O	-5
COCC(NC(=O)c1sc(C)nc1-c1ccccc1)c1ccnn1C (stereo not drawn)	-5
CN(C)S(=O)(=O)Nc1ccc(Cc2ccncc2)cc1	11
Cc1coc2cc3oc(=O)c(CCC(=O)O)c(C)c3cc12	0
CNc1ncccc1C(=O)NC1CC(=O)N(Cc2cccc(F)c2)C1 (stereo not drawn)	3
FC(F)(F)c1cnc(NN=Cc2cccnc2)c(Cl)c1	1
Cc1ccc(C)c(OCC(=O)N(C)Cc2nc(-c3ccccn3)no2)c1C	-5
CC(C)N(CCSc1ccc(NC(=O)C2CC2)nn1)C(C)C	8
CC(/C=C1N=C(/C=C/c2cccc(Cl)c2Cl)OC\1=O)=C\c1ccccc1	4
CN1CCN([C@@H]2CCN(c3ncccc3C(=O)O)C[C@H]2O)CC1	6
Cc1sc2ncn(CC(=O)N(C)Cc3ccc(Br)s3)c(=O)c2c1C	9
CC(C)CCn1c(N2CCN(Cc3c(F)cccc3Cl)CC2)nc2c1c(=O)[nH]c(=O)n2C	-6
CCCN1CCC(NC(=O)C(C)Sc2ccc(Br)cc2)CC1 (stereo not drawn)	0
COC(=O)c1ccc(Cn2cnc3c(cnn3C3CCS(=O)(=O)C3)c2=O)cc1 (stereo not drawn)	-8
CC(C)(O)C#Cc1ccc(CN2CC[C@@H](N3CCN(c4ccccn4)CC3)[C@H](O)C2)cc1	-7
CC(C(=O)NC(C)(C)C)N(c1ccccc1)S(C)(=O)=O (stereo not drawn)	3
N#Cc1cc(NC(=O)c2cccs2)c(=O)n2c1sc1ccccc12	-3
Cc1[nH]cnc1CN(Cc1cccnc1)C1CCN(C)CC1	-8
Brc1cc2c(cc1CSc1nnnn1-c1ccccc1)OCO2	-4

Individual results from the entries so far:
mcGAS MS inh, `Brc1cc2c(cc1CSc1nnnn1-c1ccccc1)OCO2` : -4
mcGAS MS inh, `COC(=O)c1ccc(Cn2cnc3c(cnn3C3CCS(=O)(=O)C3)c2=O)cc1` (stereo not drawn) : -8
mcGAS MS inh, `CN1CCN([C@@H]2CCN(c3ncccc3C(=O)O)C[C@H]2O)CC1` : 6
mcGAS MS inh, `CC(C)(O)C#Cc1ccc(CN2CC[C@@H](N3CCN(c4ccccn4)CC3)[C@H](O)C2)cc1` : -7
mcGAS MS inh, `Cc1[nH]cnc1CN(Cc1cccnc1)C1CCN(C)CC1` : -8
mcGAS MS inh, `CCCN1CCC(NC(=O)C(C)Sc2ccc(Br)cc2)CC1` (stereo not drawn) : 0

(list continues)
SMILES	mcGAS MS inh
COC(=O)NN1C(=O)c2ccccc2C1=O	-1
CC(=O)NC(C(=O)OCC(=O)N(c1ccccc1)c1ccccc1)C(C)C (stereo not drawn)	-17
Cc1cccn2c(=O)c(C#N)c(SCc3ccccc3)nc12	-4
CCCc1nnc(NC(=O)c2cccs2)s1	1
COC(=O)[C@@H]1CCCN1C(=O)c1ccccc1NCc1cccs1	-9
CCn1ccc(C(=O)Nc2ccc3nc(N4CCN(C)CC4)sc3c2)n1	-5
CC(=O)Nc1ccc(OCC(O)CNC(C)C)cc1 (stereo not drawn)	-8
O=S1(=O)CCC(Cc2nc(C3CC3)n[nH]2)C1 (stereo not drawn)	-9
O=C(CSc1cn(CCNC(=O)c2cccs2)c2ccccc12)Nc1ccccc1	0
O=C(C=Cc1ccsc1)N1CCN(S(=O)(=O)c2ccccc2C(F)(F)F)CC1	-3
O=C(NCC1(Cn2cccn2)CC1)c1ccccc1N1CCOCC1	-15
CN(C(=O)COc1ccc(Nc2ccccc2)cc1)C1CCS(=O)(=O)C1 (stereo not drawn)	-5
CCN(C(=O)C(C)N(C)Cc1cccc(Cl)c1Cl)C1CCS(=O)(=O)C1 (stereo not drawn)	-5
Cc1ccc(Cn2c(=O)c3c(nc4n(C(C)C)c(C)cn34)n(C)c2=O)cc1	-4
C#CCNC(=O)C1CCC(=O)N(c2ccc(C)cc2)C1c1ccccc1OC (stereo not drawn)	6
Cc1cc2c(=O)n(C)c(SCC(=O)NCCc3ccccc3)nc2s1	14
O=C(NCC1=COCCO1)c1cc(Cl)ccc1Br	-15&-2
CC(c1ccon1)N(C)C(=O)c1coc(COc2ccc(F)cc2Cl)n1 (stereo not drawn)	1
CCCn1c(C2CC(=O)N(CC(C)C)C2)nc2ccccc21 (stereo not drawn)	-7
Cc1noc(C)c1CN1CCCc2cc(F)c(F)cc21	-5

Exported with each value named: 2 of the compounds above
COCCN(C1CCN(C)CC1)S(=O)(=O)NCc1ccccc1
  mcGAS MS inh: -1

CC(/C=C1N=C(/C=C/c2cccc(Cl)c2Cl)OC\1=O)=C\c1ccccc1
  mcGAS MS inh: 4

Additional records follow.
SMILES	mcGAS MS inh
COc1ccc(Cl)c2sc(N3CCN(C(=O)c4ccc(Br)s4)CC3)nc12	-7
CCOc1ccccc1CN1CCNC(=O)C1CC(=O)N(C)CCOc1ccccc1 (stereo not drawn)	-3
CNC(=O)CCN(C)C(=O)[C@@H](N)CC1CCCCC1	-8
CC1CN(CCCNC(=O)NCc2ccc(-n3ccnc3)cc2)CC(C)O1 (stereo not drawn)	-3
COc1cc(NC(=O)c2ccc3c(c2)NC(=O)C(C)S3)cc(OC)c1 (stereo not drawn)	-1
COC(=O)c1cc(NC(=O)C2CCC2)cc(C(=O)OC)c1	1
CN1CC2(CCCN(Cc3ccsc3)CC2)OC1=O (stereo not drawn)	-19
O=C(Cn1nnn(-c2cccs2)c1=O)NC(=O)NCc1ccco1	-5
Cc1cc(C)c(-c2nc(NC(=O)C3=COCCO3)sc2C)cc1C	-6
O=C(CSc1nc(=O)n2cc(Cl)ccc2n1)Nc1ccc(F)cc1F	-12
COCc1ccc(C(=O)N(C)C2CCCN(CCCc3ccccc3)C2)s1 (stereo not drawn)	-8
O=C(CN1C(=O)NC2(CCCCC2)C1=O)NC1=NCCS1	-13
C=CCn1c(C)nn(CN2CCN(c3cccc(Cl)c3)CC2)c1=S	1
CC(C)N1CCNC(=O)C1CC(=O)N(C)Cc1ccccc1CN1CCCC1 (stereo not drawn)	-8
Cc1cc(C)c(CNCCCNc2ccncc2)c(C)c1	-4
O=C(CCc1nc2ccccc2s1)N1CCN(Cc2ccc(C(F)(F)F)cc2)CC1	-2
c1cc2c(cc1Nc1c3c(nc4nncn14)CCC3)OCCO2	-6
Cc1ccc(-n2nnnc2-c2cn(S(=O)(=O)c3ccc(C)cc3)c3ccccc3c2=O)cc1	-6
COc1ccc(CNc2cc(OCc3cc(OC)ccc3OC)ncn2)cc1	0
CC(C)c1nc(CCNC(=O)c2ccc3cc[nH]c3c2)cs1	-36
CN(C)CC1CCCCC1O (stereo not drawn)	-7
CC1Cn2c(COc3ccccc3)nnc2S1 (stereo not drawn)	-14
O=C1CCC(CCC(=O)N2CCCC(Nc3ccccc3)C2)=NN1 (stereo not drawn)	-5
CC(=O)c1cc(-n2c(CCCO)nc3ccccc32)cs1	0
C=CCn1nnc(NC(=O)c2ccc(OCC)c(Cl)c2)n1	-12
CCCn1c(C)cc(-c2csc(NC(=O)C3CSC4(C)CCC(=O)N34)n2)c1C (stereo not drawn)	-6

Ordered by value in mcGAS MS inh (falling): 4 from the list above
SMILES | mcGAS MS inh
CC(=O)c1cc(-n2c(CCCO)nc3ccccc32)cs1 | 0
CCCn1c(C)cc(-c2csc(NC(=O)C3CSC4(C)CCC(=O)N34)n2)c1C (stereo not drawn) | -6
CN(C)CC1CCCCC1O (stereo not drawn) | -7
C=CCn1nnc(NC(=O)c2ccc(OCC)c(Cl)c2)n1 | -12
